H37Rv inhibition – M. tuberculosis growth inhibition, HTS (AID 449762); M. tuberculosis H37Rv growth inhibition, 7H9 media; higher % means a stronger effect; hit rate 0.59% among 330,000; inhibition, % at 25 µM; hits with a dose series show IC50 in µM; in the data active = a potency from the dose series; inconclusive = inhibition above about 70% without an active follow-up result;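 note: bacterial growth assessed after seven days of incubation; strong numbers were not always called active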
tuberculosis growth – growth inhibition of non-replicating M. tuberculosis (AID 488890); Mycobacterium tuberculosis non-replicating, growth inhibition; higher % means a stronger effect; inhibition, % at 25 µM; hits with a dose series show IC50 in µM; hit rate 0.39% among 320,000; in the data active = a potency from the dose series; inconclusive = inhibition mostly from about 82% at the one dose, without a potency; inactive = the rest, 99 in 100 with inhibition below about 76%;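 note: plate controls were DMSO cells for no effect and high antibiotic wells for full effect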
Salmonella PhoP GFP – PhoP regulon inhibitors, Salmonella typhi PhoP promoter GFP reporter, confirmatory (AID 1850). inhibition, % at 50 µM; hits with a dose series show IC50 in µM. Salmonella Typhi PhoP-promoter GFP reporter, fluorescence, 4 h; higher % means a stronger effect. hit rate 0.33% among 310,000; in the data active = a potency from the dose series; inconclusive = inhibition mostly from about 25% at the one dose, without a potency; inactive = the rest, 99 in 100 with inhibition below about 19%;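 note: 0% = induced wells with vehicle and 100% = uninduced wells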
H1N1 NS1A inhibition – H1N1 influenza NS1A inhibitors, functional cell based assay (AID 504329); NS1A functional cell-based assay, percent inhibition; higher % means a stronger effect; hit rate 0.3% among 340,000; inhibition, % at 12.5 µM, or IC50 in µM where a hit was titrated; in the data active = a potency from the dose series; inconclusive = inhibition above about 27% without an active follow-up result; note: strong numbers were not always called active
VEEV TC-83 Vero – inhibitors of VEEV TC-83 cytopathic effect, confirmation, Vero cells (AID 588727) | hit rate 0.13% among 350,000 | Vero cells, VEEV TC-83 cytopathic effect inhibition; higher % means a stronger effect | inhibition, % at 20 µM; hits with a dose series show IC50 in µM; in the data active = a potency from the dose series; inconclusive = inhibition mostly from about 14% at the one dose, without a potency; inactive = the rest, 99 in 100 with inhibition below about 12%; note: strong numbers were not always called active
VEEV TC-83 Vero 10K pilot screen – further read-out of VEEV TC-83 Vero, marked with its call; inhibition, %; measured here: 10K pilot screen inhibition
* hit, by the source's call; i = inactive; ? = inconclusive; nt = no result given.

SMILES | H37Rv inhibition | tuberculosis growth | Salmonella PhoP GFP | H1N1 NS1A inhibition | VEEV TC-83 Vero | others
Cc1cc(C(N)=O)nn1-c1c(Cl)cc(Cl)cc1Cl | -0.2% | -6.5% | 1.8% | -1.6% | i
Cc1ccc(N2CCN(C(=O)c3ccccc3F)CC2)c(C)c1 | -0.8% | -4.2% | -7.9% | 1.2% | i
CCOC(=O)Cc1csc(NC(=O)CC)n1 | -2.9% | 0.0% | -3.1% | -9.8% | 1.9%
O=C(CCN1CCN(S(=O)(=O)c2ccc(Cl)cc2)CC1)Nc1ccccc1F | -3.9% | 7.6% | -2.4% | 5.9% | 1.4%
COc1cc(C(c2sc3nc(C)nn3c2O)N2CCC3(CC2)OCCO3)cc(OC)c1OC (stereo unspecified) | -8.8% | -4.6% | -7.3% | -6.7% | 1.6%
Cc1ccc(C(=O)NCc2ccc(F)cc2)cc1NC1=NC2CS(=O)(=O)CC2S1 (stereo unspecified) | -13.5% | -4.4% | -17.0% | -5.1% | 4.7%
COc1cccc(C(=O)NCCC2=CCCCC2)c1 | 0.6% | 22.7% | -7.4% | 25.1% | 0.6%
COc1cc(/C=C2/C(=O)ON=C2C)ccc1OCc1cccc(F)c1 | 9.2% | 8.5% | 4.0% | -4.1% | ?
Cc1cccc(Cn2cnc3c(sc4nc(C)cc(C)c43)c2=O)c1 | 5.3% | -0.4% | -6.0% | -0.4% | 4.5%
O=C(O)c1cccc(Cn2c(Cl)c(/C=N/NC(=O)c3ccccc3Cl)sc2=O)c1 | 0.8% | 7.3% | -2.1% | -3.1% | 2.8%
C=CCN(CC=C)C(=O)c1cc2ccccc2c(=O)o1 | -3.6% | -4.9% | -4.7% | 34.4% | 0.7%
COc1ccc(N2CCN(CCNC(=O)c3ccc(NC(=O)C4CCCO4)cc3)CC2)cc1 (stereo unspecified) | -2.8% | -3.3% | 3.0% | 8.3% | 6.2%
C#CCSc1nnc(CNS(=O)(=O)c2ccc(Br)cc2)n1C | -2.1% | -10.3% | -6.6% | -4.2% | 0.4%
COc1ccc(OCC(=O)Nc2nonc2NC(=O)COc2ccc(OC)cc2)cc1 | -4.1% | 4.5% | 5.2% | -1.7% | 0.8%
O=C(CN1CCN(Cc2ccc3c(c2)OCO3)CC1)NCC(F)(F)F | -6.3% | -3.6% | 15.3% | -3.9% | 1.1%
CCC(C)(C)c1ccc(OCCCC[n+]2ccccc2)c(C(C)(C)CC)c1 | ? | ? | 19.2µM* | 2.1% | i
Cc1ccnc(NC(=O)COc2ccc3c(c2)CCC3)c1 | 40.2µM* | 1.7µM* | 2.7% | -4.2% | 4.9%
COc1ccccc1NC1=NC(CO)(CO)CS1 | -1.5% | -9.6% | -0.2% | nt | i
c1ccc(CSc2ccc(-c3ccco3)nn2)cc1 | 1.0% | 66.2% | 9.5% | -1.9% | 1.9%
Cc1cccc(NC(=O)NCc2cccnc2)c1C | -11.7% | -4.2% | -2.5% | 9.9% | i
CCCc1nnc(NC(=O)CCC(=O)N2CCN(CCn3c(C)ccc3C)CC2)s1 | 3.1% | 13.7% | -3.4% | 3.9% | 0.9%
Cc1ccc([N+](=O)[O-])cc1N=C1C(=O)Nc2ccccc21 | 1.6% | -0.7% | 0.4% | -1.6% | 1.0%
Cc1ccc(/C=C(/C#N)C(=O)NC(C)c2ccccc2)o1 (stereo unspecified) | 0.3% | -2.4% | -13.5% | 0.8% | 0.3%
CC(=O)N1c2ccc(S(=O)(=O)NCCC(=O)NCc3ccc(Cl)cc3)cc2CC1C (stereo unspecified) | 1.0% | 7.8% | 8.5% | 4.9% | i
CS(=O)(=O)N(CC(=O)N1CCN(c2ccccc2F)CC1)c1cc(C(F)(F)F)ccc1Cl | -1.6% | 20.0% | 1.5% | -13.2% | 0.2%
Cc1cc(C)cc(Oc2coc3cc(OC(=O)c4cccnc4)ccc3c2=O)c1 | -5.0% | 13.7% | 12.2% | -8.8% | 3.4%
COc1ccc(N(CC(=O)Nc2ccccc2C)S(=O)(=O)c2c(C)[nH]c(=O)[nH]c2=O)cc1 | -2.4% | nt | -1.1% | -12.7% | 0.7%
CCCC(=O)N1CCN(C2=NS(=O)(=O)c3ccccc32)CC1 | -2.5% | -14.8% | 0.6% | 2.4% | 1.6%
COc1ccc(NS(=O)(=O)c2cccc(N/C(=N\S(=O)(=O)c3ccccc3)c3ccc(F)cc3)c2)cc1 | 4.2% | 10.5% | -3.6% | -5.6% | 4.8%
Cc1ccc(Cl)cc1NC(=O)c1cc(NC(=O)C2CCCCC2C(=O)O)ccc1N1CCOCC1 (stereo unspecified) | -1.4% | 14.1% | -11.0% | -4.8% | 3.1%
Cc1ccc2c(c1)[C@H]1[C@H](CO2)[C@H](c2ccccc2)[C@]2(C)C(=O)Nc3ccc(Br)cc3C(=O)N12 | 9.1% | 79.9% | nt | 7.3% | 0.3%
C/C(Cn1nnc2ccccc21)=N\OC(=O)c1ccccc1C | -6.1% | 44.1% | -6.4% | -0.2% | 0.1%
CCOC(=O)C1CCCN(C(=O)c2sc3nc4n(c(=O)c3c2C)CCC4)C1 (stereo unspecified) | -0.5% | -10.5% | nt | -5.1% | 0.7%
N#C/C(=N\O)c1nc2ccccc2[nH]1 | -3.4% | -1.1% | -1.0% | 5.5% | 2.0%
Cc1ccc(-n2c(SCC(=O)NCc3ccco3)nc3sc(C)c(C)c3c2=O)cc1 | 3.1% | -6.9% | -5.0% | 7.4% | 9.6%
O=C(Nc1ccccc1N1CCOCC1)c1ccc2c(c1)OCCO2 | 2.2% | 7.0% | 12.3% | -5.6% | 7.3%

Brought forward from above: 6 compounds, then new ones.
SMILES | H37Rv inhibition | tuberculosis growth | Salmonella PhoP GFP | H1N1 NS1A inhibition | VEEV TC-83 Vero | others
Cc1ccc2c(c1)[C@H]1[C@H](CO2)[C@H](c2ccccc2)[C@]2(C)C(=O)Nc3ccc(Br)cc3C(=O)N12 | 9.1% | 79.9% | nt | 7.3% | 0.3%
C/C(Cn1nnc2ccccc21)=N\OC(=O)c1ccccc1C | -6.1% | 44.1% | -6.4% | -0.2% | 0.1%
CCOC(=O)C1CCCN(C(=O)c2sc3nc4n(c(=O)c3c2C)CCC4)C1 (stereo unspecified) | -0.5% | -10.5% | nt | -5.1% | 0.7%
N#C/C(=N\O)c1nc2ccccc2[nH]1 | -3.4% | -1.1% | -1.0% | 5.5% | 2.0%
Cc1ccc(-n2c(SCC(=O)NCc3ccco3)nc3sc(C)c(C)c3c2=O)cc1 | 3.1% | -6.9% | -5.0% | 7.4% | 9.6%
O=C(Nc1ccccc1N1CCOCC1)c1ccc2c(c1)OCCO2 | 2.2% | 7.0% | 12.3% | -5.6% | 7.3%
S=c1[nH]nc(-c2cc3ccccc3o2)n1Cc1ccccc1 | 7.0% | 0.7% | -9.8% | 8.8% | 5.4%
O=C(c1ccc(CSc2ccccc2)cc1)N1CCCCCC1 | 10.9% | 13.3% | 5.2% | -7.4% | 1.4%
COc1ccccc1/C=C1\SC(=O)N(CCC(=O)NCCCn2ccnc2)C1=O | -1.9% | 2.7% | -1.0% | -2.2% | 2.1%
N/C(=C\C(=O)c1cc(Cl)ccc1O)C(Cl)(Cl)Cl | 35.4% | ? | -4.6% | -3.4% | 11.2%
Nc1nnc(SCCOc2ccccc2)s1 | -4.6% | -8.4% | -2.7% | 10.9% | 1.4%
O=C(O)C1CCCN(CCC=C(c2ccccc2)c2ccccc2)C1 (stereo unspecified) | 5.6% | 0.3% | 1.4% | -8.7% | 1.0%
O=C(c1ccc(F)cc1)c1c[nH]c(C(=O)NCc2cccnc2)c1 | 4.4% | 2.2% | 3.6% | -6.1% | 1.0%
Fc1ccccc1/C=C1\CCCC2=C1Nc1ncnn1C2c1ccccc1F (stereo unspecified) | 68.3% | ? | -1.9% | nt | nt
Cc1ccc(C2(c3noc(CN4C[C@@H](C)O[C@@H](C)C4)n3)CCCC2)cc1 | -2.2% | 15.0% | -2.5% | -5.3% | 1.9%
CN(C)c1ccc(C(=S)N2CCCCC2)cc1 | 0.5% | -0.9% | 2.2% | -2.1% | 4.8%
O=S(=O)(c1ccc(Cl)cc1)c1nc(-c2ccccc2F)oc1NCCN1CCOCC1 | 6.2% | 2.7% | 8.4% | -10.8% | 5.9%
O=C(NCc1ccco1)c1cnccn1 | 1.9% | 7.6% | 12.5% | 18.7% | 2.7% | VEEV TC-83 Vero 10K pilot screen=0.7
Cc1ccc(-c2n[nH]c(=S)n2/N=C/c2ccc(C)s2)cc1 | 3.1% | 27.9% | -4.4% | 9.0% | 12.5%
COC(=O)c1ccc(N=C(c2ccccc2)c2c(O)n(C)c(=O)n(C)c2=O)cc1 | 41.3% | -9.3% | -1.3% | 9.6% | i
O=C1CCCc2c1sc1nc3n(c(=O)c21)CCCCC3 | 1.5% | -7.1% | 6.0% | 0.5% | 3.9%
CC12CCC(C(=O)N3CCN(Cc4ccccc4)CC3)(OC1=O)C2(C)C (stereo unspecified) | 6.4% | 4.1% | 5.9% | -1.3% | 0.4%
Cc1ccc(Oc2ccc(NC(=O)CSc3n[nH]c(N)n3)cc2)cc1 | 7.6% | 60.7% | 12.7% | -3.7% | 3.2%
O=C(CN1C(=O)NC2(CCCC2)C1=O)NC(c1ccccc1)c1ccccc1 | 50.2% | 49.8% | nt | -14.3% | i
Cc1c(C(=O)Nc2ccc3oc(-c4cccnc4)nc3c2)oc2ccccc12 | -4.4% | 5.9% | -2.8% | 2.2% | 1.2%
Cc1ccc(NC(=O)C2CCN(c3ncnc4c3nc3n4CCCCC3)CC2)nc1 | 51.2% | 71.8% | 5.5% | -2.7% | 4.2%
CN1C(=O)NC(c2ccc(O)cc2)C2=C1CN(c1cccc3ccccc13)C2=O (stereo unspecified) | -14.0% | 5.7% | -0.3% | -0.6% | 0.4%
N#Cc1ccccc1OCC(=O)NC(N)=O | -13.6% | 6.4% | -0.5% | 4.0% | 0.4%
CCC1CCCCN1C(=O)c1ccc(OC2CCN(C(=O)C3CC3)CC2)cc1 (stereo unspecified) | 5.0% | -4.5% | 2.4% | 2.1% | 0.2%
Cc1cccc(COC(=O)C(Cc2ccccc2)NC(N)=O)c1 (stereo unspecified) | 3.8% | -1.9% | 1.9% | 6.0% | 0.9%
O=C(Nc1ccccc1O)c1ccc([N+](=O)[O-])cc1 | -2.8% | 28.4% | -5.2% | -2.5% | i
O=C(CN(C(=O)CNC(=O)c1cccs1)c1cccc(F)c1)NC1CCCC1 | 0.0% | -3.4% | 5.1% | 5.2% | i
Clc1ccc(-c2csc(N/N=C\c3cccnc3)n2)cc1 | 14.8% | 30.2% | -2.1% | -0.7% | 5.3%
CN(Cc1cccs1)C(=O)CCc1ccc(S(=O)(=O)N2CCOCC2)cc1 | -0.4% | -3.2% | 1.1% | 0.5% | 5.1%
CCN(CC)C(=O)CSc1nc2ccccc2c(=O)[nH]1 | -3.4% | -0.1% | -3.2% | 5.8% | 0.5%
CCC(C)NC(=O)c1cn(CC)c2ccc(S(=O)(=O)N(C)C)cc2c1=O (stereo unspecified) | 0.8% | -1.8% | 19.8% | -29.1% | 0.3%
Cc1cc(=O)[nH]c(SCC2(O)C3CC4CC(C3)CC2C4)n1 (stereo unspecified) | -2.8% | -1.6% | -6.8% | -2.9% | 1.5%
COc1ccc(S(=O)(=O)NC2CCCC2)c(Cl)c1Cl | -2.0% | -2.2% | 3.9% | 9.9% | i
O=C(Nc1cccc([N+](=O)[O-])c1)c1ccc2c(c1)OCO2 | -0.8% | 7.2% | -5.2% | 0.8% | 1.4%
CC(NC(=O)[C@H](Cc1c[nH]c2ccccc12)NC(=O)[C@@H]1Cc2ccccc2CN1)c1ccccc1 (stereo partly specified) | -8.7% | 48.0% | 4.3% | 3.4% | i
CC12CN3CC(=O)N4CC5(C)CN(CC(C)(C4)C5=O)C(=O)CN(C1)CC(C)(C3)C2=O | -9.1% | -3.6% | 1.5% | 6.8% | i
S=C1N(c2ccccc2)C(c2ccc(Cl)cc2)N2CCCN12 (stereo unspecified) | -2.6% | 3.1% | -0.2% | 15.7% | i
CCc1sc(C(=O)Nc2nc(-c3ccccn3)cs2)cc1C | ? | ? | nt | -9.6% | 9.2%
COC(=O)c1cc(NC(=S)NC(=O)c2ccccc2)ccc1N1CCOCC1 | -11.8% | 18.5% | -7.3% | 20.0% | 7.6%
CCC(=O)c1cn(CC(=O)Nc2ccccc2F)c2ccccc12 | -0.2% | 8.2% | -4.2% | 18.8% | i
Cc1cc(S(=O)(=O)NC2CCCCC2)ccc1OCC(=O)N1CCOCC1 | 13.4% | 11.5% | -0.8% | -0.6% | i

Screening results: PubChem BioAssay, Southern Research Specialized Biocontainment Screening Center
